Bioassay records deposited in PubChem by several laboratories.
HDAC3 inhib = human HDAC3 inhibition | O15379 | recombinant HDAC3, fluorogenic peptide/trypsin coupled, fluorescence | inhibition, % at 8.3 µM | 0.15% of 320,000 active; in the data active means inhibition above about 26%, passing the limit was not always enough; inconclusive means no clear call, values can overlap the other calls
Target sequence (O15379 whole entry, looked up): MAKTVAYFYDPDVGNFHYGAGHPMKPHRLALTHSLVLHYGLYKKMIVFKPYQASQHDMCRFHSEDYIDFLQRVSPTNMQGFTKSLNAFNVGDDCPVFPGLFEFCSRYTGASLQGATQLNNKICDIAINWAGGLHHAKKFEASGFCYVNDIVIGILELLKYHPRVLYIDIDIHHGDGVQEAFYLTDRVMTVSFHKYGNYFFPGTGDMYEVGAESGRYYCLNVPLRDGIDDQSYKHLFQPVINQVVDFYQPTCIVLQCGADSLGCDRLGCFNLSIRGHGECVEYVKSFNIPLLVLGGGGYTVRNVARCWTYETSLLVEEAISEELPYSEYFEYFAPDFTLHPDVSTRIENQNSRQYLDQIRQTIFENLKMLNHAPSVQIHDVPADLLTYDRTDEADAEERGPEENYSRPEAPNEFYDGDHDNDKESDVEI
HSF1 inh = HSF1 inhibition; AID 2098; NIH3T3-HGL HSE-luciferase, MG132-induced, luminescence 8 h; stronger effect = lower value; 0.77% of 300,000 active; activity change, negative = inhibition, % at 7.5 µM (by protocol);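 active means more than half of replicate wells show activity change below -50%, luminescence cut by over half; inconclusive means some wells, but at most half, below -50%; inactive means no replicate well below -50%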;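 further: luciferase reports HSF-1 transcriptional activity via heat shock element; 0% = median of DMSO wells and -100% = zero luminescence signal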
HSP90 inh = inhibitors of HSP90 luciferase refolding in rabbit reticulocyte lysate; luciferase refolding luminescence, 3 h; inhibition, % at 5.6 µM; 0.91% of 290,000 active;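 active means inhibition above the screen-wide mean plus 3 SD, computed separately per campaign, cut at about 16% in these data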;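 further: 0% = DMSO wells and 100% = 60 µM geldanamycin wells; inhibitors lower the luminescence because luciferase stays unfolded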
KLF5 inh = inhibitors of KLF5 expression | inhibition, % at 5 µM | DLD-1 KLF5 promoter-luciferase reporter, luminescence | 0.23% of 290,000 active;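 active means inhibition above a per-plate limit of that plate's mean compound inhibition plus 3 SD, cut at about 60% in these data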;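 further: 0% = DMSO wells and 100% = LY294002 at 200 µM; higher means less KLF5 promoter-driven luciferase light; inactives centre near -14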
HIF act = HIF pathway transcriptional activation. U2OS HRE-luciferase reporter, luminescence; normalized: DMSO 0%, desferrioxamine 100%. activation, % at 7.5 µM (by protocol). 0.32% of 300,000 active. AID 1910;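 active means mean activation of at least 10% of the iron chelator positive control signal, with at least half of replicates also reaching 10%; inconclusive means mean and replicate majority disagree about reaching 10%; inactive means mean and most replicates under 10%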
Platelet DG rel = modulates dense granule release in human platelets; human platelet-rich plasma, SFLLRN dense granule ATP release, luminescence; inhibition, %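 (compounds screened at 7.5 µM in platelet-rich plasma)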; 0.22% of 300,000 active;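 active means mean replicate score, as percent of positive control, at or above 50; inconclusive means mean below 50 but at least one replicate at or above 50; inactive means mean and every replicate below 50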
IEC-6 cytotox = kills IEC-6 intestinal cells in KLF5 counter-screen. inhibition, % at 5 µM. IEC-6 cytotoxicity, luminescence viability. 0.78% of 290,000 active; in the data active means inhibition above about 22%;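 further: 0% = plate median of test compound wells and 100% = cytotoxic reference compound wells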
HSF1 activator = increases HSF-1 driven luciferase reporter signal | NIH3T3-HGL HSF-1 luciferase reporter, MG132, 8 h; 100% = twice DMSO control signal | activation, % at 9 µM | 1.7% of 300,000 active | AID 504408;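 active means mean replicate activation of at least 50% with a set share of replicates each reaching 50%; inconclusive means only one of those two conditions met; inactive means mean below 50% and too few replicates reaching it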;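 further: 0% = median of the neutral control wells and 100% = twice that signal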
aSyn 5UTR inh = MLPCN primary screen, SNCA 5' untranslated region. alpha-synuclein 5'UTR reporter, inhibitor activity. inhibition, % (tested at 7.5 µM). 0.82% of 300,000 active. AID 1813; in the data active means inhibition above about 60%; inconclusive means no clear call, values can overlap the other calls;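 further: H4 neuroglioblastoma cells stably carrying SNCA 5'UTR luciferase fusion; 0% = DMSO wells and 100% = positive control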
AI-2 QS mod = modulates the Vibrio harveyi AI-2 quorum sensing system. Vibrio harveyi JMH597 AI-2 luminescence/OD600 ratio, 9 h; stronger effect = lower value; strain lacks LuxN and CqsS sensors; 0 = neutral-control median. activity change, % at 7.5 µM. 0.4% of 300,000 active. AID 2094; in the data active means activity change below about -75%, passing the limit was not always enough; inconclusive means no clear call, values can overlap the other calls;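 further: luminescence divided by OD600 gain over 9 h not by final OD600 alone; inactives centre near 13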
* marks the source's active call; other numbers are inactive results; ? = inconclusive; . = no result given.

SMILES | HDAC3 inhib | HSF1 inh | HSP90 inh | KLF5 inh | HIF act | Platelet DG rel | IEC-6 cytotox | HSF1 activator | aSyn 5UTR inh | AI-2 QS mod
CC(C)c1ccc(NC2CCCN(C(=O)CN3CCCC3=O)C2)cc1 (stereo not drawn) | -2 | -4 | 0 | 1 | -0.4 | 18 | 7 | 3 | -8 | 19
CC(C)CN(C(=O)COC(=O)c1c(Cl)ccc(Cl)c1Cl)C1CCS(=O)(=O)C1 (stereo not drawn) | -5 | -5 | -1 | -24 | -0.4 | 1 | 0 | -1 | 40 | .
Cn1cnnc1Sc1cc(N2CCN(S(=O)(=O)c3ccc(Cl)c(Cl)c3)CC2)ccc1[N+](=O)[O-] | 4 | 9 | -1 | -15 | 0.0 | 0 | -3 | 23 | 44 | 7
O=C(COC(=O)c1ccc(NS(=O)(=O)c2ccc(F)c(F)c2)cc1)NCC1CCCO1 (stereo not drawn) | 0 | -7 | 1 | -25 | 0.6 | -6 | 1 | -8 | 28 | 18
Cc1cccc(OCC(=O)Nc2ccc(NC(=O)c3ccco3)c(C)c2)c1 | 2 | -6 | 5 | -14 | -0.6 | -16 | -2 | 3 | -11 | -5
COC(=O)c1cccc(Nc2ncnc3ccc(C)cc23)c1 | 1 | -5 | 0 | -34 | . | -13 | 2 | -1 | -88 | 18
NC(=O)NCC(=O)N1CCC(C(O)(c2ccccc2)c2ccccc2)CC1 | -9 | -23 | -2 | -27 | -0.1 | 3 | 1 | -39 | 2 | 29
Cc1cc(C)c(NC(=S)N(Cc2cccnc2)Cc2ccco2)c(C)c1 | 0 | 33 | 2 | -14 | 0.2 | 6 | 1 | 45 | -8 | -5
CCn1c2ccccc2c2cc(NC(=O)c3coc(=O)c(Br)c3)ccc21 | -5 | -3 | 1 | -36 | -0.6 | -5 | -2 | -2 | -26 | 16
CC1=C(C(=O)c2ccccc2)C(c2ccc(N3CCOCC3)cc2)NC(=O)N1 (stereo not drawn) | -8 | -1 | -1 | -32 | 0.0 | -2 | -4 | 2 | -28 | 23
COc1cc(OC)cc(C(=O)Nc2nc(CC(=O)NC(C)c3ccccc3)cs2)c1 (stereo not drawn) | 0 | -6 | . | . | -0.1 | -1 | . | 4 | 19 | 16
CCOc1ccc(N2CC(C(=O)NCCc3ccc(F)cc3)CC2=O)cc1 (stereo not drawn) | -6 | -5 | -1 | -11 | -0.1 | 5 | -1 | 9 | 11 | 12
Cn1nnc(NC(=O)c2cccc(F)c2)n1 | 5 | -1 | -2 | -29 | -0.2 | 16 | -1 | -7 | -1 | 28
Cc1csc(SCC(=O)Nc2ccccc2[N+](=O)[O-])n1 | 7 | 22 | 0 | -23 | 1.1 | 3 | 6 | 40 | -58 | 3
Cc1ccc(CNc2nc3ccccc3n3nnnc23)cc1 | -20 | -5 | 2 | -2 | 0.8 | -14 | -2 | -17 | 3 | 24
COc1ccc(Nc2cc(Nc3ccc(OC)cc3)ncn2)cc1 | -5 | 1 | 2 | -33 | -0.3 | -3 | 1 | 41 | -5 | 11
CC(C)C(=O)c1ccc(O)c(O)c1 | 8 | -4 | -5 | -20 | -0.1 | -10 | -2 | -1 | -3 | 8
Cc1c(C(=O)N2CCCCCC2)nnn1-c1nonc1N | -3 | -8 | -1 | -4 | 0.2 | 7 | -2 | -3 | -5 | 8
Nc1nnc(SCC(=O)Nc2ccc(F)c(Cl)c2)n1-c1ccccc1 | 3 | 2 | 2 | -15 | -2.5 | . | -2 | 2 | 7 | 22
C/C(=N/NC(=O)c1cnccn1)c1ccncc1 | 1 | 9 | 2 | -8 | 0.2 | -9 | -5 | 33 | -5 | 35

Pulled one by one from the entries so far (two):
SMILES | HDAC3 inhib | HSF1 inh | HSP90 inh | KLF5 inh | HIF act | Platelet DG rel | IEC-6 cytotox | HSF1 activator | aSyn 5UTR inh | AI-2 QS mod
CC(C)C(=O)c1ccc(O)c(O)c1 | 8 | -4 | -5 | -20 | -0.1 | -10 | -2 | -1 | -3 | 8
Cn1nnc(NC(=O)c2cccc(F)c2)n1 | 5 | -1 | -2 | -29 | -0.2 | 16 | -1 | -7 | -1 | 28

(list continues)
SMILES | HDAC3 inhib | HSF1 inh | HSP90 inh | KLF5 inh | HIF act | Platelet DG rel | IEC-6 cytotox | HSF1 activator | aSyn 5UTR inh | AI-2 QS mod
CCOC(=O)C1=C(C)NC(C)=C(C(=O)OCC)C1c1cn(-c2ccccc2)nc1-c1ccco1 | -9 | 10 | 0 | 0 | -0.3 | -21 | 0 | 32 | 26 | -3
Cc1ccc(C)c(N2CN(CCC3=CCCCC3)CNC2=S)c1 | 7 | . | 0 | 19 | . | . | -2 | . | . | 14
CCN(C(=O)COC(=O)CCc1c[nH]c2ccccc12)c1c(N)n(Cc2ccccc2)c(=O)[nH]c1=O | -12 | 3 | . | . | 0.0 | 10 | . | -3 | 0 | 15
O=C(NCCCN1CCOCC1)c1nn(-c2ccccc2)c(=O)c2ccccc12 | 4 | -7 | . | . | -0.6 | -2 | . | -4 | 15 | -4
CCC(C)N(C(=O)COC(=O)CNC(=O)c1ccccc1F)C1CCS(=O)(=O)C1 (stereo not drawn) | -3 | -1 | -3 | -4 | 0.2 | -7 | 1 | -4 | 3 | -15
Cc1cccc(Nc2nnc(SCC3CCCCO3)s2)c1 (stereo not drawn) | 11 | 18 | -9 | -40 | 2.7 | -20 | -2 | 41 | -184 | 29
Cc1ccc(Cn2c(=O)c3c(nc4n3CCCN4Cc3ccccc3)n(C)c2=O)cc1 | -11 | 3 | -5 | 19 | -0.1 | -7 | -6 | 1 | 22 | 22
CCN(c1ccccc1)S(=O)(=O)c1ccc(OC)c(NC(=O)CN(C)C)c1 | -2 | -3 | 0 | -14 | -0.2 | 0 | -2 | -1 | -8 | 6
CC1(C)CC2(CCO1)CNC(=O)O2 (stereo not drawn) | 8 | -1 | 1 | -5 | -0.3 | 3 | 8 | -23 | 1 | 0
Cc1ccc(NC(=O)Nc2cc(Cl)ccc2C2COC(=O)C2=N)cc1 (stereo not drawn) | -8 | 3 | 1 | 11 | 0.1 | 2 | 7 | 31 | -13 | 10
CCn1c(=S)sc2nc(C)sc21 | 9 | 10 | 0 | -11 | -0.1 | 4 | 2 | 27 | 30 | 19
COC(=O)C1=CN(Cc2ccc(C)cc2)C=C(C(=O)OC)C1c1cc(OC)c(OC)c(OC)c1 | -9 | 14 | 5 | -6 | 0.1 | 5 | 4 | 16 | -20 | -3
CCOc1ccccc1N=Cc1c(O)c2ccccc2oc1=O | 0 | 15 | 1 | -4 | 0.2 | -19 | 2 | 23 | 4 | -4
O=C(O)COCc1nc2ccccc2[nH]1 | -15 | 1 | -3 | 5 | -0.9 | -1 | 3 | -4 | -1 | 0
Cn1c2c(c(=O)n(C)c1=O)CN(Cc1ccco1)CN2 | -5 | -3 | 0 | -5 | -0.1 | 8 | -1 | -9 | 3 | 6
COc1ccc(Nc2ncnc3c2oc2ccccc23)cc1 | -1 | 25 | -2 | -207 | -1.1 | -11 | 3 | 56* | -160 | 16
Cc1cc(NC(=O)CS(=O)(=O)c2ccc(Cl)cc2)no1 | 0 | 7 | 0 | -9 | 4.0 | 11 | -2 | 0 | 15 | 4
C=CCN(CC=C)CC(O)Cn1c2ccccc2c2ccccc21 (stereo not drawn) | -1 | 5 | 6 | -13 | . | 5 | 11 | 7 | -25 | 20
CCN(CC)S(=O)(=O)c1cccc(C(=O)OC2CC(C)OC2=O)c1 (stereo not drawn) | 2 | -2 | 16* | 5 | 0.1 | 11 | -2 | 1 | 16 | 21
CSc1cccc(CN2CCCC(C(=O)Nc3cccc(-n4cccn4)c3)C2)c1 (stereo not drawn) | 14 | -4 | 0 | 11 | -0.7 | -12 | -3 | -11 | -23 | 30
Cc1nn(-c2ccccc2)c(C)c1/C=C/C(=O)OCC(=O)Nc1ncc(Cl)cc1Cl | -1 | -5 | -1 | -42 | -0.3 | -3 | -8 | 2 | 7 | 24
Cc1c(C#N)c(NC(=O)CCl)n(Cc2ccc(F)cc2)c1C | 3 | -2 | 3 | 11 | -1.7 | 3 | 6 | -12 | -25 | 33
COC(=O)c1ccc(/C=C/c2c(-c3ccsc3)oc3ccc(N4CCOCC4)cc23)cc1 | 4 | 0 | -2 | 0 | 2.4 | 3 | 6 | -1 | 0 | 22
O=C(COC(=O)c1cccs1)Nc1cccc(S(=O)(=O)N2CCOCC2)c1 | . | 3 | 0 | -5 | -0.1 | -4 | 4 | -3 | 14 | 11
CC(C)Oc1ccc(C(=O)Nc2cc(=O)n(C)c(=O)n2C)cc1 | 0 | 1 | -1 | -18 | 1.5 | 11 | 4 | -8 | 7 | 26
COc1ccc(-c2cc(C(=O)OC3CCOC3=O)c3ccccc3n2)cc1OC (stereo not drawn) | 0 | -5 | -2 | -24 | 0.1 | 2 | -3 | 7 | 1 | 7
CC(C)(C)NC(=O)CN(C(=O)C1CSC(=O)C1)c1ccc2c(c1)OCCO2 (stereo not drawn) | 3 | -31 | -4 | -11 | -0.3 | 8 | 3 | -31 | -26 | 28
Cc1cc(C)n(-c2cccc(Cl)c2C#N)n1 | 2 | -9 | -2 | -54 | 0.6 | 5 | -3 | 1 | 29 | 22
NC(=S)Nc1ccc(F)c(F)c1F | 0 | 4 | -6 | -13 | 0.0 | 3 | 3 | 7 | 6 | -1
CCCN(CCC)CC(O)COc1ccc([N+](=O)[O-])cc1 (stereo not drawn) | -8 | 2 | 2 | -14 | -1.0 | 2 | 1 | 6 | -4 | -1
CN(CCCNC(=O)c1ccc(/C=N/O)nc1)CCCN(C)Cc1ccccc1 | 2 | -5 | 5 | 4 | 2.1 | 5 | 4 | 0 | 9 | 12
O=C(c1cccs1)N1CCCC(c2nc(-c3ccc(F)cc3)no2)C1 (stereo not drawn) | -1 | 12 | 0 | -30 | 1.6 | -1 | 4 | 18 | -92 | 18
Cc1ccc(S(=O)(=O)N2CCCC(C(=O)NCc3ccco3)C2)cc1Cl (stereo not drawn) | 1 | . | -3 | -32 | . | 1 | 0 | . | . | 14
C=CCn1c(Oc2ccc(C(=O)OC)cc2)nc2c1c(=O)n(C)c(=O)n2C | -3 | -19 | 1 | -21 | 0.4 | 0 | -4 | -15 | -26 | 12
COc1ccc(Br)cc1/C=N/NC(=O)c1cccnc1 | -4 | -7 | 4 | -14 | -0.9 | 11 | 2 | -15 | 5 | 6
CCC(=O)Oc1ccc(C/C(=N\O)c2ccc(O)cc2O)o1 | ? | 12 | 1 | -21 | 1.3 | -11 | 4 | 22 | -10 | 15
O=C(O)c1ccc(-c2ccc(/C=c3/sc4nc5ccccc5n4c3=O)o2)cc1Cl | 10 | -5 | 2 | -12 | -10 | 14 | -31 | -1 | -8 | 26
COc1ccccc1N(C(=O)CNC(=O)c1ccco1)C(C(=O)NCC1CCCO1)c1ccccc1 (stereo not drawn) | 6 | 0 | 0 | -20 | 1.3 | -5 | -2 | -2 | -11 | 11
COc1cc(/C=N/n2c(C)nc3ccccc3c2=O)cc(OC)c1O | 13 | 1 | 1 | -7 | 0.5 | -5 | -5 | 2 | 10 | 3
Clc1cccc(Cl)c1COc1ccccc1CNn1cnnc1 | 2 | 3 | 2 | -16 | 0.5 | 12 | 4 | 3 | -30 | -30
